Tau fibril FP: tau fibrillization inhibition (FP). P10636. K18 P301L tau heparin fibrillization, Alexa594 FP, 6 h. Potency, µM (doses to about 57.7 µM), for the others: at the highest dose activity, negative = inhibition, hits mostly inhibitors. hit rate 0.39% among 280,000; also: potency is read from the fitted curve at half-maximal effect; % is scaled to controls: 0 for no effect and ±100 for the full control effect; nearly all actives have a fitted effect of over 55% in size
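Human K18 P301L fragment (15 uM unlabeled plus 0.24 uM Alexa 594-labeled) in 100 mM sodium acetate pH 7 with compound, aggregation induced by 20 uM heparin for 6 hr at 37 C. ThT (30 uM) added for 1 hr, then Alexa 594 FP read.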
Tau fluor cs: counter-screen for tau fibril formation inhibitors. tau K18 P301L (four-repeat tau fragment) Alexa594 fluorescence, heparin fibrillization. Potency, µM (series often up to 57.7 µM), for inactives: at the highest dose activity change, negative = decrease. hit rate 0.93% among 280,000; also: potency is read from the fitted curve at half-maximal effect; % is scaled to controls: 0 for no effect and ±100 for the full control effect; nearly all actives have a fitted effect of over 55% in size
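Human K18 P301L tau (15 uM unlabeled plus 0.24 uM Alexa 594-labeled, final) in 100 mM sodium acetate pH 7 was mixed with compound and 20 uM heparin and incubated 6 hr at 37 C.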
CBFb-RUNX1 inh: inhibitors of human CBF-beta and RUNX1 interaction; AlphaScreen CBFb-His/RUNX1-biotin binding, biochemical; Potency, µM (titrated, usually from 59.8 µM), inactives show at the highest dose activity, negative = inhibition, usual class: inhibitors; 230,000 tested, under 10 active; also: % of control where 0% means no effect
Target sequence (Q01196 whole entry, looked up): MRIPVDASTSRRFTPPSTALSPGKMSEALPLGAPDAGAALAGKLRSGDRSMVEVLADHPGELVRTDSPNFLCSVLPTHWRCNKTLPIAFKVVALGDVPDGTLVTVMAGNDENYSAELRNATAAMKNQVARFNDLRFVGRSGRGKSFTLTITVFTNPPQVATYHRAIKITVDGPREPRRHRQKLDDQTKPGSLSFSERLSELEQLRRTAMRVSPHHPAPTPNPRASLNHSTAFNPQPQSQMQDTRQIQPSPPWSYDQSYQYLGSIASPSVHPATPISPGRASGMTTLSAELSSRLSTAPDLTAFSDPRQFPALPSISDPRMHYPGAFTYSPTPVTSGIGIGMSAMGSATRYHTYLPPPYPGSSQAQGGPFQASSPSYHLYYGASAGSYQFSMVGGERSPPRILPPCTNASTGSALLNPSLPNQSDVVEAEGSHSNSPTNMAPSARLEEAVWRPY
Target sequence (Q13951 whole entry, looked up): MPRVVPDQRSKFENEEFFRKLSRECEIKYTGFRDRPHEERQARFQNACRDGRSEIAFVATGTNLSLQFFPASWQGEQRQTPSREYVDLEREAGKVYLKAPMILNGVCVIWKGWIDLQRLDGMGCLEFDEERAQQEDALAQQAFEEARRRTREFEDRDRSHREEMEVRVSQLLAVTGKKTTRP
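AlphaScreen proximity signal reports loss of binding between His-tagged CBF-beta and biotin-labelled RUNX1, each at 30 nM. Proteins are pre-associated for 20 minutes, compounds added for 15 minutes, then beads for 90 minutes, all at ambient temperature.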
aGal spleen mod: inhibitors or activators of human alpha-galactosidase in spleen homogenate; P06280; human spleen homogenate, 4MU-alpha-Gal fluorescence, 40 min; Potency, µM (top dose mostly 80 µM), without a hit: top-dose activity change, negative = inhibition, hits mostly inhibitors; hit rate 0.008% among 240,000; AID 2107;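 also: potency is read from the fitted curve at half-maximal effect; 0% = enzyme with vehicle and -100% = no enzyme basal signal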
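Inhibition or activation of alpha-galactosidase in human spleen homogenate is scored by 4-MU fluorescence after 40 min at 37C, pH 5.0, with 1 mM substrate. AC50s come from concentration-response fitted to the Hill equation.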
Epigenetic reg: regulators of epigenetic silencing causing reporter derepression in mouse cells | hit rate 0.2% among 280,000 | Potency, µM (highest dose often 53.9 µM), for inactives: at the top dose GFP activation, actives largely listed as activators | murine LDR cells, GFP reporter derepression, 30 h | AID 1865; also: potency is read from the fitted curve at half-maximal effect; % of control where 0% means no effect; nearly all actives have a fitted effect of over 60% in size
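Derepression of a silenced CMV-GFP reporter in murine LDR cells is scored by enumerating GFP-positive cells with a laser-scanning microplate cytometer after 30 hours of treatment at 37 C.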
TRb SRC2 PPI: TRbeta-SRC2 interaction inhibition; P10828; TRbeta-SRC2 peptide binding, fluorescence polarization; receptor liganded with 1 µM T3; Potency, µM (series often up to 106 µM), inactives show at the highest dose activity change, negative = inhibition, actives largely listed as inhibitors; hit rate 0.065% among 280,000; AID 1469;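 also: potency is read from the fitted curve at half-maximal effect; plate controls were bound peptide for no effect and peptide without receptor for full effect; nearly all actives have a fitted effect of over 50% in size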
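Fluorescence polarization of 20 nM Texas Red SRC2 peptide (20-aa NR interaction domain) bound to 0.6 uM human TRb ligand-binding domain, with 1 uM T3, after 5 hr at ambient temperature; inhibition seen as decreased polarization.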
TR SRC2 fluor cs: Texas Red fluorescence interference in TRb-SRC2 counter-screen; AID 1479; hit rate 0.29% among 280,000; Potency, µM (highest dose often 106 µM), inactives show at the top dose fluorescence change, negative = quenching; TRb/SRC2 Texas Red total fluorescence interference; active = well fitted curve in either direction with a large enough effect; inconclusive = small, poorly fitted or top-dose-only effect; also: potency is read from the fitted curve at half-maximal effect; % is scaled to controls: 0 for no effect and ±100 for the full control effect
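Human TRb ligand-binding domain at 0.6 uM with 20 nM Texas Red SRC2 peptide in Tris buffer containing 1 uM T3 and 5% DMSO, incubated with compound 5 h at ambient temperature. Total fluorescence (555/632 nm) calculated as parallel + 2 × perpendicular.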
NPSR antag: antagonists of human neuropeptide S receptor cAMP signaling. Q6W5P4. CHO-NPSR cells, cAMP TR-FRET, antagonist mode. Potency, µM (series often up to 38.3 µM), for inactives: top-dose activity change, negative = inhibition, actives largely listed as inhibitors. hit rate 1% among 220,000. AID 1461; also: potency is read from the fitted curve at half-maximal effect; % is scaled to controls: 0 for no effect and ±100 for the full control effect; nearly all actives have a fitted effect of over 50% in size; many of its hits are not listed in these tables
Target sequence (Q6W5P4 whole entry, looked up): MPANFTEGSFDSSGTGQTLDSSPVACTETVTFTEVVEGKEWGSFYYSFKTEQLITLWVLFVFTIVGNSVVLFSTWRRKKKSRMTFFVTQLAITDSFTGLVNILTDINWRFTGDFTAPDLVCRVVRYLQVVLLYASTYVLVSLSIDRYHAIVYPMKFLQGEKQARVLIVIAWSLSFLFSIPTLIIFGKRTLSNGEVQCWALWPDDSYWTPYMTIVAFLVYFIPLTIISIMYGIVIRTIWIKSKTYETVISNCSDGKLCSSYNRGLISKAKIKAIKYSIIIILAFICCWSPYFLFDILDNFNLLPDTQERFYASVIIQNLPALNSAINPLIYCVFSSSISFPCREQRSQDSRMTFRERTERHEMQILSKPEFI
An asterisk follows results filed as active; ? = inconclusive; · = not tested or not shown; [ ] = dose if it differs, or a comment. Unless noted, calls follow the shape of the dose curve; as a rule, active = well fitted curve in the direction sought with a large enough effect; inconclusive = small, poorly fitted or top-dose-only effect, or another doubt; inactive = no such curve, though single readings can be large; an effect the other way counts as inactive or inconclusive. Only part of the results is shown; the hit share may differ from the screen's.

compound	Tau fibril FP	Tau fluor cs	CBFb-RUNX1 inh	aGal spleen mod	Epigenetic reg	TRb SRC2 PPI	TR SRC2 fluor cs	NPSR antag
O=C(CS(=O)(=O)c1cccc2nsnc12)Nc1ccc(F)cc1F	2%	-4%	·	·	-1.1%	-1%	-2%	·
C=CCNC(=O)NS(=O)(=O)c1ccc(C)cc1	3%	3%	-4%	2%	0.0%	1%	-1%	?
O=C(NC(=O)c1ccccc1)OCC(F)(F)F	-7%	-1%	1%	7%	-0.3%	5%	1%	3%[46.1 µM]
O=C(NCCc1csc(-c2cccnc2)n1)c1ccccc1Br	1%	0%	0%	7%	0.1%	-2%	-5%	-9%
Cc1ccccc1S(=O)(=O)Cc1ccc(C(=O)O)o1	-6%	-5%	-9%	11%	0.7%	-2%	-5%	3%[46.1 µM]
O=C(COC(=O)Cc1ccc(Cl)cc1)Nc1cc(S(=O)(=O)N2CCOCC2)ccc1N1CCCC1	9%	-5%	-6%	4%	-5.1%	7%	-2%	4%
COc1ccc(N2CCN(C(=O)C(OC(C)=O)c3ccccc3)CC2)cc1 (stereo not given)	5%	-6%	-4%	6%	-1.0%	-14%	0%	-6%[46.1 µM]
Cc1ccc(NC(=O)C2CCN(C(=O)c3sc4nc[nH]c(=O)c4c3C)CC2)cc1F	-7%	-10%	·	·	1.4%	-1%	-3%	·
O=C1S/C(=C\C=C\c2ccco2)C(=O)N1c1ccc(O)cc1	?	16µM*[quencher]	-7%	5%	?	-6%	0%	-14%
CC(=O)Nc1ccc(OCC(=O)NCc2ccccc2)cc1	-1%	1%	12%	1%	-4.6%	-6%	-1%	12%
COc1ccc(-c2[nH]ncc2-c2ccc3c(c2)OCCO3)c(O)c1	7%	-28%	0%	-2%	0.0%	9%	-1%	-36%[46.1 µM]
C=CCn1c(SC/C=C/c2ccccc2)nnc1-c1sc(N)nc1C	3%	-4%	4%	-9%	0.0%	-1%	-1%	-3%[46.1 µM]

compound	Tau fibril FP	Tau fluor cs	CBFb-RUNX1 inh	aGal spleen mod	Epigenetic reg	TRb SRC2 PPI	TR SRC2 fluor cs	NPSR antag
CC(=O)NC1(c2ccc(F)cc2)CCN(C(=O)Nc2ccc(F)cc2F)CC1	2%	-3%	0%	0%	0.0%	3%	1%	-4%[46.1 µM]
CC(=O)/C(N=Nc1ccc2c(c1)OCCO2)=C(\C)O	0%	-14%	-9%	-3%	0.3%	2%	-1%	-9%
Cn1c(=O)cc(C(=O)N/N=C/c2ccc(Cl)cc2)[nH]c1=O	2%	-16%	5%	-9%	0.0%	-1%	0%	-1%
CC(=O)c1cccc(NC(=O)C2CCN(S(=O)(=O)c3ccc(C)cc3)CC2)c1	2%	-10%	-2%	5%	0.0%	-11%	-2%	-22%
CN(c1ccccc1)c1ccc(/C=N/N2CCOCC2)cc1	8%	-22%	2%	1%	-1.9%	0%	-4%	2%
CCC(=O)N1CCc2cc(Br)cc(S(=O)(=O)N3CCCC(C(=O)Nc4cc(C)ccc4OC)C3)c21 (stereo not given)	6%	-16%	·	·	-1.8%	-8%	5%	·
Cc1ccccc1NC(=O)Cc1nnc(SCC(=O)c2ccc(Br)cc2)n1C	4%	-17%	-6%	-3%	-1.0%	4%	5%	-19%[46.1 µM]
OCCC1CN(Cc2cnn(-c3ccccc3Cl)c2)CCN1Cc1ccsc1 (stereo not given)	4%	14%	3%	3%	0.0%	-5%	-3%	5%
Cc1ccc(C(=O)NNC(=O)Cc2ccccc2)cc1	7%	1%	3%	-3%	2.6%	-5%	-7%	-13%[46.1 µM]
CCN(CC)C(=O)C(=O)N/N=C/c1cccs1	-2%	-1%	-7%	1%	1.9%	-22%	0%	-8%[46.1 µM]
O=C(COCc1cc(-c2ccc3c(c2)OCO3)on1)N1CCN(c2ccccc2)CC1	-7%	-19%	·	·	-1.2%	-1%	?	·
Cn1c(Oc2ccc3c(c2)OCO3)nc2c1c(=O)n(Cc1ccccc1)c(=O)n2C	-12%	-14%	5%	7%	-1.6%	-1%	-2%	-15%[46.1 µM]

Grouped by structure, the compounds so far containing an aryl methoxy group
compound	Tau fibril FP	Tau fluor cs	CBFb-RUNX1 inh	aGal spleen mod	Epigenetic reg	TRb SRC2 PPI	TR SRC2 fluor cs	NPSR antag
COc1ccc(N2CCN(C(=O)C(OC(C)=O)c3ccccc3)CC2)cc1 (stereo not given)	5%	-6%	-4%	6%	-1.0%	-14%	0%	-6%[46.1 µM]
COc1ccc(-c2[nH]ncc2-c2ccc3c(c2)OCCO3)c(O)c1	7%	-28%	0%	-2%	0.0%	9%	-1%	-36%[46.1 µM]
CCC(=O)N1CCc2cc(Br)cc(S(=O)(=O)N3CCCC(C(=O)Nc4cc(C)ccc4OC)C3)c21 (stereo not given)	6%	-16%	·	·	-1.8%	-8%	5%	·

New compounds follow.
compound	Tau fibril FP	Tau fluor cs	CBFb-RUNX1 inh	aGal spleen mod	Epigenetic reg	TRb SRC2 PPI	TR SRC2 fluor cs	NPSR antag
CC(CCc1ccccc1)NC(=O)CCNC(=O)Cn1ccc2ccccc2c1=O (stereo not given)	-1%	6%	1%	3%	-3.5%	-2%	-2%	4%
O=C(O)c1ccc2c(c1)C(=O)N(C(Cc1ccc(O)cc1)C(=O)O)C2=O (stereo not given)	4%	4%	6%	8%	-2.0%	-12%	-2%	7%[46.1 µM]
O=C(N/N=C/c1cccc([N+](=O)[O-])c1)c1ccc2nc[nH]c2c1	-2%	8%	0%	9%	0.0%	3%	0%	-4%[46.1 µM]
CN(C)C(CNC(=O)c1ccc2c(=O)n(-c3ccccc3F)c(=S)[nH]c2c1)Cc1ccccc1 (stereo not given)	-8%	-16%	1%	1%	-3.5%	-7%	-2%	-25%
Cc1cc(C)c(-c2csc(NC(=O)C3=NN(c4ccccc4)C(=O)CC3)n2)c(C)c1	-10%	-13%	3%	4%	-0.9%	0%	-6%	-19%[46.1 µM]
O=C(O)C(Cc1ccccc1)N1C(=O)c2ccccc2C1=O (stereo not given)	1%	-8%	1%	7%	-5.9%	6%	0%	2%[46.1 µM]
Cc1cc(C)n(/N=C/c2ccccc2)c(=O)c1C#N	5%	-4%	-2%	6%	0.0%	9%	-2%	0%[46.1 µM]
CC(C)(C)c1ccc(N2C[C@@H](COc3ccc(C(=O)O)cc3)CC2=O)cc1	·	·	?	-15%	·	-2%	0%	·
Cc1nc(N)c(C#N)c(-c2ccccc2Cl)c1C	-10%	-12%	-2%	13%	-3.0%	-20%	-3%	-7%[46.1 µM]
Cc1ccc2nc(-c3ccc(NC(=O)c4ccccc4S(C)(=O)=O)cc3)sc2c1	?	-11%	·	·	0.0%	5%	-4%	·
CCOC(=O)c1c(C)oc2ccc(O)c(CN(C)C)c12	0%	0%	10%	1%	0.0%	-2%	-1%	6%[46.1 µM]
Cc1ccc(Nc2c(-c3ccc(C)cc3)nc3ccc(C)cn23)cc1	9%	-8%	·	·	5.0%	0%	-1%	·

compound	Tau fibril FP	Tau fluor cs	CBFb-RUNX1 inh	aGal spleen mod	Epigenetic reg	TRb SRC2 PPI	TR SRC2 fluor cs	NPSR antag
COc1ccc(NC(=O)N2CCCC(C(=O)NC(C)C)C2)cc1 (stereo not given)	0%	0%	0%	-7%	1.2%	-7%	1%	-1%[46.1 µM]
Cc1ccc(CN2C(=O)CCC2C(=O)NCc2cccnc2)cc1 (stereo not given)	-13%	-9%	-6%	-8%	1.9%	4%	0%	-10%[46.1 µM]
O=C(Nc1ccc(F)cc1)c1nc2c(nnn2Cc2cccc3ccccc23)c(=O)[nH]1	2%	1%	7%	3%	1.0%	-6%	-4%	-35%
Cn1ncc(-c2ccno2)c1C(=O)O	0%	-8%	1%	4%	0.0%	0%	-1%	0%
Cc1ccc(/C(O)=C2/C(=O)C(=O)N(Cc3ccco3)C2c2cccs2)cc1 (stereo not given)	-11%	-8%	0%	11%	-0.9%	-6%	1%	-8%[46.1 µM]
Cc1ncc(N=Nc2ccc(F)cc2)c(-c2ccc(Cl)cc2)n1	12%	-17%	3%	-17%	0.4%	-5%	-2%	-13%[46.1 µM]
CCn1c(Cc2ccccc2)nnc1SCC(=O)Nc1ccccc1O	2%	-1%	6%	9%	-0.4%	1%	0%	-5%
Cc1ccc(S(=O)(=O)Nc2cc(=O)[nH]c(SCc3ccc(Cl)cc3)n2)cc1	?	-10%	16%	-9%	0.0%	0%	-1%	-5%
Cc1nn2c(N)csc2nc1=O	-3%	-3%	21%	17%	-1.0%	1%	0%	3%[46.1 µM]
Cn1c(=O)c(C(=O)c2ccccc2)nc2ccccc21	7%	6%	2%	5%	-0.8%	-3%	2%	-1%[46.1 µM]
CC(C)COC(=O)c1ccccc1N1C(=O)C2C3CCC(C3)C2C1=O (stereo not given)	4%	1%	2%	7%	3.0%	3%	-4%	4%
CCOC(=O)Cc1csc(NC(=O)C2CCCN(S(=O)(=O)c3cnc[nH]3)C2)n1 (stereo not given)	-2%	-8%	-5%	-2%	1.2%	-15%	-1%	-1%[46.1 µM]

compound	Tau fibril FP	Tau fluor cs	CBFb-RUNX1 inh	aGal spleen mod	Epigenetic reg	TRb SRC2 PPI	TR SRC2 fluor cs	NPSR antag
Cc1ccc(NC(=O)c2cc(S(=O)(=O)c3ccccc3)ccc2Cl)cc1	0%	-29%	8%	-10%	1.0%	-2%	-2%	-15%[46.1 µM]
O=c1[nH]c(=O)n(C2CCCCC2)c(O)c1C1=Nc2ccccc2SC(c2ccccc2)C1 (stereo not given)	6%	-17%	·	·	-6.0%	-12%	0%	·
Cc1cc(C)n(-c2ccc(C(=O)Nc3cc(S(=O)(=O)N(C)C)ccc3Cl)cc2)n1	-11%	-7%	7%	8%	-1.0%	-3%	-1%	14%
C/C=C/C(=O)OCC(=O)Nc1ccc(C)c(S(=O)(=O)N(C)C)c1	-5%	-24%	2%	8%	0.0%	-5%	-4%	-7%
O=c1c2ccccc2nc2n1C(CSc1ccccc1)CS2 (stereo not given)	?	3%	7%	-1%	-0.1%	0%	-5%	-2%
COc1ccc2c(c1)cc(C(O)c1ccccn1)n2S(=O)(=O)c1ccccc1 (stereo not given)	3%	-14%	5%	-7%	-3.5%	5%	-3%	-5%
CCOc1ccc(S(=O)(=O)Nc2ccc(S(=O)(=O)N3CCOCC3)cc2)cc1	2%	-4%	0%	?	-1.6%	-13%	2%	-11%[46.1 µM]

Screening data from PubChem.
